# From PubChem BioAssay
# TEAD-YAP block: TEAD-YAP interaction inhibition, primary screen, TEAD-YAP interaction inhibitor project, luminescence, HEK-TIYL cells | AID 1259422, 2018 | inhibition, % at 9.12 µM | TEAD-Gal4/YAP UAS-luciferase luminescence | 640,000 tested, 1.4% active; in the data active = inhibition above about 32%;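 also: 0% = median of test compound wells and 100% = reference inhibitor wells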
# GPR151 activ: activators of human GPR151, primary screen, cell-based, PathHunter beta-arrestin, luminescence; PathHunter beta-arrestin GPR151 cells; activation, % at 11.2 µM; G-protein coupled receptor 151 (Homo sapiens), Q8TDV0; 650,000 tested, 1% active; AID 1508602, 2020; in the data active = activation above about 4.9%;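 also: 0% = median of compound wells and 100% = cells with positive control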
# Target sequence (Q8TDV0 whole entry, looked up): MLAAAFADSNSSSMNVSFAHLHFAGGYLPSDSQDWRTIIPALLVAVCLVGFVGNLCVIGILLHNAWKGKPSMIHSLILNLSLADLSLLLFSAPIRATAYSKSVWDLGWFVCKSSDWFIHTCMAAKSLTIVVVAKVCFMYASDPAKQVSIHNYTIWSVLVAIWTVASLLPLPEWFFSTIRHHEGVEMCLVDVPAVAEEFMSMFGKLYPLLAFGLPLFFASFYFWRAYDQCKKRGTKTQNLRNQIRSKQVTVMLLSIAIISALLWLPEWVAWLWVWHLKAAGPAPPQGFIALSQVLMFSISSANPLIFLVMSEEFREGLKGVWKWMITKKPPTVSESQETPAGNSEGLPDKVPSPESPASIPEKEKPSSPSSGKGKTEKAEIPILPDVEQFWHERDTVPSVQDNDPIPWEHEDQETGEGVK
# FBW7 act: FBW7 E3 ligase activators, primary screen, biochemical, AlphaScreen, human | F-box/WD repeat-containing protein 7 (Homo sapiens), Q969H0 | AlphaScreen FBW7–phospho-cyclin E peptide binding, activator screen | normalized activity (activation), % at 26.1 µM | 650,000 tested, 0.13% active; in the data active = normalized activity above about 1.9%;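 also: purified mutant Fbw7 with reduced substrate affinity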
# Target sequence (Q969H0 whole entry, looked up): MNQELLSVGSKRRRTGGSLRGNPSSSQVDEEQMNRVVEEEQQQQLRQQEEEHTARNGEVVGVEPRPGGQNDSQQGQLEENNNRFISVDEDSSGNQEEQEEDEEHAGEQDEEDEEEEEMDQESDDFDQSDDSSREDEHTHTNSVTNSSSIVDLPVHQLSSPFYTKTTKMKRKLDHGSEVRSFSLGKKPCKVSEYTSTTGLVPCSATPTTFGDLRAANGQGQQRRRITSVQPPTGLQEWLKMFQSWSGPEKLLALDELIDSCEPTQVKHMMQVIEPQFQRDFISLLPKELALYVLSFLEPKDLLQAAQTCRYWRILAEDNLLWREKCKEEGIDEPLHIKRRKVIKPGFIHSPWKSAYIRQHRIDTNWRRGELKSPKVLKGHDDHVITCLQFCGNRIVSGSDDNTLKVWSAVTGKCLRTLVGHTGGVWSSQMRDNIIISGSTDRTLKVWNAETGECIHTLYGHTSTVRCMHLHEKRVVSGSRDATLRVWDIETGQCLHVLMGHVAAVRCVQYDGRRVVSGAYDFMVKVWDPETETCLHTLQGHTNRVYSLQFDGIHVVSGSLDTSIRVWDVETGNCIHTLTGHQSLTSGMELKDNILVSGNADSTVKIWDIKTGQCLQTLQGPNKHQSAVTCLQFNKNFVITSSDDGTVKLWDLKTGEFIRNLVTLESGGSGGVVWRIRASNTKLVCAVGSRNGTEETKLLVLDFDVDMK
# MITF primary: MITF inhibitors, primary screen, biochemical, AlphaScreen, human; Microphthalmia-associated transcription factor (Homo sapiens), O75030; AlphaScreen MITF homodimerization, bead proximity signal; inhibition, % at 2.6 µM; 650,000 tested, 0.91% active; AID 1259374, 2018; in the data active = inhibition above about 50%;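 also: 0% = vehicle wells with protein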
# The depositor's hits bear a star; . = no result given; & = joins results of further samples; ! = not confirmed by another sample.
SMILES,TEAD-YAP block,GPR151 activ,FBW7 act,MITF primary
Cc1cccc(NC(=O)C2CC=CCC2C(=O)O)c1C (configuration not stated),-4,0.1,-0.1,-5
O=C(NC(NC(=O)c1ccccc1)c1ccc(O)c([N+](=O)[O-])c1)c1ccccc1,4,0.4,-0.3,3
CCOc1cc(/C=C2/C(=O)NC(=O)N(c3ccc(C)cc3)C2=O)ccc1OC,6,0.3,-0.1,12
O=C(Nc1nnc(-c2ccccc2Cl)o1)c1cccnc1,-17,-5.5,-0.5,11
COc1cc(-c2nc(C=Nc3ccc(I)cc3C)c(O)o2)cc(OC)c1OC,8,1.3,0.0,6
O=C(N/N=C/c1ccccc1Cl)C(=O)NC1CCCCC1,2,1.7,0.2,15
CNC(=O)C1CC(O)CN1C(=O)Oc1ccccc1 (configuration not stated),3,-0.5,0.1,-4
O=C(CSc1nncc(=O)[nH]1)Nc1nc2ccccc2s1,3,0.4,0.0,-10
CC12CC3CC(C)(C1)CC(C(=O)NO)(C3)C2,6,-0.2,-0.1,-8
CCOCCc1nnc(NC(=O)c2ccccc2I)s1,1,0.2,0.0,-8
CC(C)(C)c1ccc(C(=O)Nc2c3c(nn2-c2cccc(Cl)c2)CSC3)cc1,12,2.0,0.9,19
N#C/C(=C\Nc1ccc(C(N)=O)cc1)c1nc(-c2cc3ccccc3oc2=O)cs1,6,0.0,0.1,11
COc1ccc(NC(=O)Nc2cccc(Cn3cc(Cl)cn3)c2)cc1,-10,-1.5,-0.3,-16
O=C(NCC1CCCN(Cc2cnc(N3CCOCC3)s2)C1)c1ccc2c(c1)OCO2 (configuration not stated),-1,-1.1,0.1,12
Cc1cccc(/C=N\NC(=O)c2ccccc2Cl)c1O,-61,1.1,-0.3,-2
Cc1cc2cc3c(cc2n2c(=O)n(CC(=O)N(C)C4CCCCC4)nc12)OCO3,-15,-0.5,0.2,-6
CCCCNC(=O)CSc1nc2ccccc2c(=O)n1CC1COc2ccccc2O1 (configuration not stated),-13,-1.2,-0.1,7
O=C(C1CC1)N1CCC(n2cnc3cc(F)ccc32)CC1,-2,-0.3,0.0,-1
CCc1ccc(NC2=NC(C(=O)Nc3ccc(Cl)cc3Cl)CC(=O)N2)cc1 (configuration not stated),9,1.7,-0.2,-7
Cc1sc2c(c1C)c(=O)n(-c1ccccc1)c1nncn21,9,-1.2,-0.1,-8
CC(C)(C)C(=O)[C@@H]1[C@@H](c2ccsc2)C(C#N)(C#N)[C@H]2C=Cc3ccccc3N12,7,2.2,0.2,11
COc1ccc(NC(=O)CCNS(=O)(=O)c2ccc(OC)c([N+](=O)[O-])c2)cn1,4,-2.1,0.1,-4
COc1cccc(C2=CC(c3ccccc3F)n3nnnc3N2)c1 (configuration not stated),44*,0.7,0.2,15
O=C(c1ccco1)N1CCN(C(=O)C2(S(=O)(=O)c3ccc(Cl)cc3)CC2)CC1,-3,3.9,0.0,7
O=C(N/N=C/c1cccc(O)c1)c1ccc(N/N=C/c2cccc(O)c2)cc1,-18,-2.1,0.3,18
COc1cc(C(=S)N2CCOCC2)cc(OC)c1OC(=O)CCc1ccccc1,-2,-0.5,-0.3,-4
COc1ccc(OC)c(NC(=O)c2cc3ccccc3o2)c1,-1,2.3,0.0,-6
OCCC1CN(Cc2ccc3nsnc3c2)CCN1CCc1ccccc1 (configuration not stated),-3,1.9,0.2,13
Cc1ccc(OCC(=O)N/N=C\c2cc3c(cc2Cl)OCO3)c(C)c1,-3,-1.3,0.1,-2
COc1ccccc1-c1c(C)nn2c(NCc3cccs3)cc(C)nc12,-5,0.5,-0.2,54*

# Some of these compounds in order of count of non-hydrogen atoms, lowest first.
SMILES,TEAD-YAP block,GPR151 activ,FBW7 act,MITF primary
O=C(C1CC1)N1CCC(n2cnc3cc(F)ccc32)CC1,-2,-0.3,0.0,-1
COc1cccc(C2=CC(c3ccccc3F)n3nnnc3N2)c1 (configuration not stated),44*,0.7,0.2,15
Cc1cc2cc3c(cc2n2c(=O)n(CC(=O)N(C)C4CCCCC4)nc12)OCO3,-15,-0.5,0.2,-6

# (continued)
SMILES,TEAD-YAP block,GPR151 activ,FBW7 act,MITF primary
CCOc1ccc2nc(NC3=NCN(CC4CCCO4)CN3)nc(C)c2c1 (configuration not stated),5,-0.3,0.0,9
O=C(C1CC1)N(c1ccc(Cl)cc1)C1C=CS(=O)(=O)C1 (configuration not stated),-3,1.5,0.0,7
CC(=O)Oc1ccc2oc(C)c(C(=O)O)c2c1,-6,-1.0,0.0,7
Cc1nc2c(c(=O)[nH]1)CN(C(=O)C1(c3ccc(Cl)cc3)CCC1)CC2,-4,2.1,0.1,5
COCCOC(=O)C1=C(C)NC2=C(C(=O)CC(c3cccs3)C2)C1c1ccc(F)cc1 (configuration not stated),36*!,-0.4&-0.1,-0.1&0.8,1&-19
CCOC(=O)c1[nH]c2ccccc2c1C,-2,0.6,-0.2,1
C=CCOC(=O)C1=C(C)Nc2c(c(=O)n(C)c(=O)n2C)C1c1cccc(F)c1 (configuration not stated),-3,0.0,0.6,6
Cc1ccc(C2C(=O)N(C3CCCCCC3)CC(=O)N2C(C)C)cc1 (configuration not stated),-4,-0.3,-0.1,-3
Cc1c(NC(=O)C(C)OC(=O)CN2C(=O)NC(C)(C)C2=O)c(=O)n(-c2ccccc2)n1C (configuration not stated),4,-0.8,0.0,3
CCN(CC)C(=O)/C(=C\c1cccc([N+](=O)[O-])c1)NC(=O)c1ccco1,16,-1.9,0.1,8
Cc1ccc(C(C(=O)NC(C)(C)C)N(Cc2ccc(F)cc2)C(=O)c2csnn2)o1 (configuration not stated),-3,0.1,-0.1,-5
Cc1cccc(-c2nc3ccccc3c(=O)n2NC(=O)c2ccc(C(C)(C)C)cc2)c1,11,0.4,0.0,3
c1ccc(Cn2nnc3c(N4CCCC4)ncnc32)cc1,-26,0.6,0.1,6
COc1ccc(/C(O)=C2\C(=O)C(=O)NC2c2ccc(C(C)C)cc2)cc1OC (configuration not stated),-1,1.8,-0.1,16
NC(=O)c1ccc(N2C(=O)c3ccccc3C2=O)cc1,9,3.6,0.0,-28
Nn1c(CCC(=O)O)nc2ccccc2c1=O,3,1.4,0.1,10
COc1cc2ccccc2cc1C(=O)Nc1ccc(C)cc1C(=O)c1ccccc1,-4,0.3,0.0,2
CCOC(=O)CNC(=O)OC1C(=O)c2ccc(OC)cc2O[C@@H]1c1ccc2c(c1)OCO2 (some centres not stated),.,0.8,0.1,-7
COC(=O)C1=C(C)NC(=O)NC1c1ccco1 (configuration not stated),2,0.8,0.1,3
O=C(c1cccs1)N1CCN(c2ccc(Cl)cc2)CC1,-12,1.4,0.0,10
O=C(Oc1ccc(O)cc1)C12CC3CC(CC(C3)C1)C2,-19,-1.0,-0.1,-11
COc1cccc(N2CCN(S(=O)(=O)c3ccc(-n4cnnn4)c(C)c3)CC2)c1,0,-0.9,-0.2,-9
COc1ccc(-c2cc(C(F)(F)F)nc(NCc3ccco3)n2)cc1,-5,-1.1,0.0,-2
Cc1ccc(NC(=O)CN2C(=O)C3C4C=CC(C4)C3C2=O)cc1Cl (configuration not stated),-7,-1.8,-0.1,-4
Cc1nccn1C(=O)c1ccc([N+](=O)[O-])cc1Cl,6,-0.5,0.0,-1
COC(=O)c1ccccc1/C=C(\C#N)c1ccc([N+](=O)[O-])cc1,2,0.1,0.3,15
COc1cc(NC(=O)c2sc3nc(-c4ccncc4)ccc3c2N)cc(OC)c1OC,-6,1.3,0.5,12
Nc1ccc(S(=O)(=O)N(CC(=O)N2CCc3ccccc32)c2ccccc2Cl)cc1,9,0.4,0.0,0
CC(=O)N1CCN(c2c(C)c(C)nc3cc(-c4cccs4)nn23)CC1,-9,0.5,0.0,-11
COc1ccc(Cl)cc1C(=O)N1CCN=C1SC,10,0.0,-0.2,-5
Cc1ccccc1-n1c(=O)cc(N2CCN(c3ccccc3F)CC2)[nH]c1=O,1,-0.3,0.0,4
COc1ccccc1C(NC(=O)c1nccc2ccccc12)c1nccn1C (configuration not stated),-2,6.4*,-0.3,7
CC(COc1ccccc1)N1CCC(n2nccc2NC(=O)C(C)(C)C)CC1 (configuration not stated),6,0.2,-0.1,-3
COc1ccc(CC(=O)N2CCN(c3ccccc3OC)CC2)cc1OC,6,-0.5,-0.1,-15
COc1ccccc1CCC(=O)NCCc1nnc(SCC(C)C)n1C,-2,1.2,-0.1,-13
COc1cccc(N2C(=O)C3C4C=CC(C4=C(C)C)C3C2=O)c1 (configuration not stated),2,0.4,0.7,10
CC12CCC(C/C1=N\OC(=O)O)C2(C)C (configuration not stated),13,3.4,-0.2,4
COC(=O)c1cc(CNC(=O)c2csc(SC)n2)cc(NC(=O)C2CCCCC2)c1,-3,-1.7,-0.1,0
CCOC(=O)c1cc(CC)sc1NC(=O)c1ccccc1I,-2,0.0,-0.1,-3
O=C(COc1ccc(F)cc1Br)N1CCc2ccccc21,-35,2.1,0.2,-4
O=C(c1ccc([N+](=O)[O-])cc1Cl)N1CCCCCCC1,-14,0.1,-0.1,-5
Cn1cc(S(=O)(=O)Nc2ccc(Cl)cc2Cl)c(=O)n(C)c1=O,7,2.0,0.2,13
CCCC1=NN2C(=N)/C(=C/c3cn(CCOc4cccc(C)c4)c4ccccc34)C(=O)N=C2S1,7,-0.6,-0.1,3
COCCNCCCCOc1ccc(OCc2ccccc2)cc1,-28,-1.1,-0.2,66*
CCN(CC)c1c(-c2ccccc2)c2cc(Cl)ccc2[nH]c1=O,5,-0.4,0.0,14

# Another view of some results above:
# The line under a structure holds: TEAD-YAP block	GPR151 activ	FBW7 act	MITF primary
- O=C(COc1ccc(F)cc1Br)N1CCc2ccccc21
→ -35	2.1	0.2	-4
- O=C(c1ccc([N+](=O)[O-])cc1Cl)N1CCCCCCC1
→ -14	0.1	-0.1	-5
- Cn1cc(S(=O)(=O)Nc2ccc(Cl)cc2Cl)c(=O)n(C)c1=O
→ 7	2.0	0.2	13

# Continuation.
SMILES,TEAD-YAP block,GPR151 activ,FBW7 act,MITF primary
CCNC(=O)[C@@H]1C[C@@H](NCc2cccc(O)c2)CN1Cc1ccc2ccccc2c1,7,-0.2,-0.2,1
COc1cccc(OCc2nc3ccc(-c4ccnc(N)n4)cc3[nH]2)c1,50*,0.1,-0.1,4
CCCCNC(=O)c1nn2c(C(F)(F)F)cc(-c3cccs3)nc2c1Cl,3,0.1,0.0,12
COc1ccc(NC(=O)c2snc3c(=O)[nH]c(C)nc23)cc1,-2,0.7,-0.1,3
CCC(c1nnnn1C(C)(C)C)N(CCCO)Cc1cc2cc(C)c(C)cc2[nH]c1=O (configuration not stated),-1,-0.5,-0.1,-10
Cc1ccc(-n2c(SCC(=O)N3CCC(C)CC3)nc3ccsc3c2=O)cc1C,1,-1.1,0.1,6
CCCCOc1ccc(CNCCCN(CC)CC)cc1OCC,2,-0.5,-0.4,41
Cc1ccc(-c2noc(-c3ccc(C)cc3)n2)cc1,-59,-1.0,0.0,-5
O=S(=O)(Cc1ccccc1)N1CCC(N2CCN(c3ccccc3)CC2)CC1,6,1.7,0.3,25
CN(C)c1cccc(Nc2ccc(-n3cc(CC(=O)Nc4ccc(N5CCOCC5)cc4)c4ccccc43)nn2)c1,4,1.7,-0.1,15
CCc1ccccc1N(CC(=O)NC(C)(C)CC)C(=O)CCC(=O)Nc1ccccn1,-2,-1.4,0.2,21
Cc1ccc(NC(=O)CSc2nc(=O)n(Cc3ccncc3)c3c2CCCC3)cc1,-8,0.6,0.2,-13
Cc1cc(NC(=O)CN(C2=NC3CS(=O)(=O)CC3S2)c2ccccc2F)n[nH]1 (configuration not stated),4,-0.5,-0.4,4
O=C(NCCCN1CCOCC1)c1cc(-c2ccc(O)cc2)on1,-4,-0.9,0.0,-1
O=[N+]([O-])c1ccc(O)c(C=Nc2ccc3[nH]ncc3c2)c1,5,1.2,0.8,12
COc1ccc(N2CC(NC(=O)Nc3ccc(OC)cc3OC)CC2=O)cc1 (configuration not stated),7,-2.0,0.1,3
c1ccc(Oc2ccc(Nc3nc(N4CCc5ccccc5C4)nc4nc[nH]c34)cc2)cc1,7,-0.8,-0.1,7
CCCCCCCc1ccc(-c2nc(-c3ccc(Br)cc3)no2)cc1,-17,-1.7,0.7,14
CC(C)NC(=O)CSc1ncnc2c1sc1nc3ccccc3cc12,-4,-0.6,-0.1,5
C=CCn1c(=O)n(CC=C)c(=O)n(CC(=O)Nc2ccc(Br)cc2)c1=O,10,-1.7,0.4,6
CCn1c(=O)c2cc(C(=O)NCCc3ccsc3)sc2c2ccccc21,7,-0.8,1.1,14
O=Cc1ccc(-c2ccc(NCCc3ccccc3)nc2)cc1,-72,1.0,0.6,10
O=[N+]([O-])c1ccc2c(c1)CCN2,5,0.8,0.0,2
Cc1ccc(/C=C2/SC(=S)N(CCCC(=O)O)C2=O)cc1,86*,0.8,-0.1,-4
Cc1cc(C)c2sc(N(CCN(C)C)C(=O)c3ccccc3[N+](=O)[O-])nc2c1,-3,-1.5,0.5,27
Cc1ccccc1OCC(=O)NCc1ccco1,7,0.1,0.0,11

# Complete entries, quoted from the list. Screens in order: TEAD-YAP block, GPR151 activ, FBW7 act, MITF primary
# `Cc1ccc(NC(=O)CN2C(=O)C3C4C=CC(C4)C3C2=O)cc1Cl` (configuration not stated) is listed as -7, -1.8, -0.1, -4
# `Cc1cccc(/C=N\NC(=O)c2ccccc2Cl)c1O` is listed as -61, 1.1, -0.3, -2
# `CCOC(=O)CNC(=O)OC1C(=O)c2ccc(OC)cc2O[C@@H]1c1ccc2c(c1)OCO2` (some centres not stated) is listed as ., 0.8, 0.1, -7
